# Statin myotox sup: suppressors of statin myotoxicity in C2C12 myotubes, primary screen, cell-based, single point, plate reader; C2C12 myotubes + simvastatin, ATP luminescence, 48 h; scaled: DMSO 0, geranylgeraniol control 100; rescue of ATP level, % at 7.49 µM; 330,000 tested, 0.78% active;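 active = mean ATP rescue above about 67%, or every replicate alone reaching that limit, limit read from the data, passing the limit was not always enough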;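 also: myotubes were challenged with 10 µM simvastatin during compound exposure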
# PglD inh: C. jejuni PglD acetyltransferase inhibitors, primary screen, biochemical, DTNB colorimetric, single point | UDP-N-acetylbacillosamine N-acetyltransferase PglD (Campylobacter jejuni) | purified PglD enzyme, DTNB colorimetric CoA detection | inhibition, % at 12.5 µM | 360,000 tested, 0.098% active; in the data active = inhibition above about 16%, passing the limit was not always enough; also: strong numbers were not always called active
# * = called active by the depositor.
no.	compound	Statin myotox sup	PglD inh
1	C=CCn1c(SCC)nc(O)cc1=O	12	3
2	CCCCc1nc2n[nH]c(N)c2c2c1CCCC2	10	-3
3	CCOC(=O)c1sc2nc(CC(=O)OC)nc(NCc3ccc(F)cc3)c2c1C	-19	2
4	CC(C)(C)NCCCCOc1ccc(F)cc1	-4	-1
5	CC(=O)N1CCc2cc(S(=O)(=O)NC(Cc3ccccc3)C(=O)NC3CCCCCC3)ccc21 (stereo unspecified)	13	-1
6	COc1ccccc1OCCCCCc1c(C)n[nH]c1C	-21	0
7	COCCNC(=O)COC(=O)CSCc1nc2ccccc2s1	3	-1
8	COC(=O)c1ccc(COC(=O)c2[nH]c(C)c(C(C)=O)c2C)o1	13	0
9	Cc1nc(C#N)c(NCc2ccc3c(c2)OCO3)o1	13	-1
10	CCOC(=O)Cn1nnc2c(sc3nc4c(c(-c5ccccc5)c32)CCC4)c1=O	-14	-10
11	CC1Cc2ccccc2N1C(=O)CSc1nc2c(c(=O)n(C)c(=O)n2C)n1Cc1ccccc1 (stereo unspecified)	-2	6
12	COc1ccc(CNc2ccc3c(c2)nc(C)n3C)cc1	-1	-4
13	COC(=O)c1sc(N)c(C(=O)OC)c1COC(=O)c1c(C)noc1C	-20	2
14	COc1ccc(CCn2c(=N)c(C(=O)N3CCN(C)CC3)cc3c(=O)n4ccccc4nc32)cc1	-13	-6
15	COc1ccc(NC(=O)N2CCCc3ccccc32)cc1	9	-10
16	Cc1ccsc1/C=C(\C#N)C(=O)NCc1cccnc1	3	-1
17	CC(C)=CC(=O)NCCc1ccccc1	5	-5
18	O=C(COC(=O)Cc1ccc(S(=O)(=O)N2CCCCC2)s1)Nc1ccc2c(c1)OCO2	-2	-5
19	Cc1ccc(-c2cnc(-c3ccncc3)o2)cc1	-1	-2
20	O=S(=O)(Cc1ccccc1)N1CCCCCC1	22	3
21	O=C(c1ccccc1F)N1CCC(O)(c2cccnc2)CC1	11	-1
22	Cc1c(N2C(=O)/C(=C3/C(=O)N(C)c4ccccc43)SC2=S)c(=O)n(-c2ccccc2)n1C	-12	-6
23	COc1cc(O)oc1C=Nc1ccc(C(F)(F)F)cc1	-3	-1
24	CCn1ccc(C(=O)NC2=C(C#N)CCC2)n1	3	-1
25	Cc1cc(C)n2nc(SCC(=O)c3cc(C)n(-c4cc(C)on4)c3C)nc2n1	-17	-1
26	Cc1ccc2nc(-c3ccncc3)cc(C(=O)N3CCOCC3)c2c1	5	-3
27	CCOC(=O)c1sc2nc(N3CCCC3)c3c(c2c1N)CC(C)(C)OC3	12	0
28	COC(=O)CC/C(C)=N\Nc1ccc([N+](=O)[O-])cc1[N+](=O)[O-]	10	1
29	CCc1ccc2[nH]c(=O)c(CN(CCN(C)C)C(=O)Nc3ccccc3OC)cc2c1	-20	10
30	COc1cccc(OC)c1OCCN(C)C	-5	-1
31	O=C(Cn1ccsc1=NC(=O)c1ccco1)c1ccccc1	-19	3
32	O=S(=O)(Nc1cccc2ncccc12)c1cccs1	24	-3
33	COC(=O)c1cccc(NC(=O)CSc2nnc(COc3cccc(C)c3)n2C)c1	-13	-5
34	COc1cc(OC)c2c(O)c3c(c(-c4c5c(c(O)c6c(OC)cc(OC)cc46)CO[C@@H](C)[C@H]5O)c2c1)[C@H](O)[C@H](C)OC3	-3	1
35	Cc1ccc(NC(=S)NNC(=O)CCn2cc(C)cn2)cc1	-15	1
36	CCOc1ncccc1C(=O)Nc1ccc2c(C)cc(=O)oc2c1	5	5
37	FC(F)(F)c1nc2ccccc2n2c(-c3ccc(Cl)cc3Cl)nnc12	84*	11
38	COCc1cc(Sc2ccc(Cl)cc2Cl)nc(-c2ccccc2)n1	-6	0
39	Clc1ccc(-c2cnc3n2CCC3)cc1	-13	6
40	COCCn1c(C)cc(C(=O)CSc2nc(C)cc(C)c2C#N)c1C	-103	-2
41	CCOC(=O)c1cc(C#N)c(NCc2ccccc2)nc1C	3	-2
42	COCCN(C(=O)CNC(=O)c1cccs1)C(C(=O)NC1CCCC1)c1cccs1 (stereo unspecified)	-11	2
43	COc1ccc(OC)c(-c2nc3c(C)n[nH]c(=O)c3[nH]2)c1	-23	-7
44	CCc1nc2sc(C#N)c(N)c2c2c1CCCC2	16	2
45	Cc1nn(-c2ccccc2)c2nc(N)c(C#N)c(-c3ccc(F)cc3)c12	-1	0
46	O=C(O)C1CC=CCC1C(=O)Nc1ccccc1 (stereo unspecified)	6	-8
47	COc1ccc(C(=O)Nc2cc(OC)nc(OC)n2)cc1	2	-1
48	COCCn1c(=S)[nH]c2cc(C(=O)NCCc3ccc(OC)c(OC)c3)ccc2c1=O	-5	0
49	COc1ccc(C(=O)Nc2cc(C)cc(C)c2)cc1S(=O)(=O)N1CCOCC1	8	5
50	Cc1ccc(S(=O)(=O)NC2=NCCC2)cc1	8	-2
51	CCOC(=O)CC(=O)CSc1nc(N)c(C#N)c(-c2ccc(F)cc2)c1C#N	-4	1
52	CCCC(=O)Nc1cccc(NC(=O)c2ccc3c(c2)OCCO3)c1	4	2
53	COC(=O)[C@@]1(Cc2ccc(OC)cc2)[C@@H]2C(=CC(=O)[C@H]2CC(=O)C(=O)N2CCCC2)CN1C(=O)c1ccccc1	11	-88
54	CCSc1sccc1C1C(C#N)=C(N)N(c2cccnc2)C2=C1C(=O)CCC2 (stereo unspecified)	19	-6
55	Oc1ccccc1-c1cc(-c2ccccc2)no1	94*	6
56	C/C=C/c1ccc(OCCSc2nc(C)cc(=O)[nH]2)c(OC)c1	13	2
57	CCN(CC)CCOC(=O)c1ccc(Cl)cc1	16	3
58	CCOC(=O)Cn1c(=N)n(CCOc2ccc(OC)cc2)c2ccccc21	3	-1
59	O=C(Cn1cc(C(=O)C2CC2)c2ccccc21)NCC1CCCO1 (stereo unspecified)	11	-4
60	Cc1ccc2c(c1)[nH]c1c(=O)n(Cc3ccccn3)cnc12	4	-2

# Additional compounds
no.	compound	Statin myotox sup	PglD inh
61	O=S(=O)(NCC1CCCO1)c1cccc(C(F)(F)F)c1 (stereo unspecified)	-11	4
62	CCn1c(CSc2nc3ccccc3n2C)nc2ccccc21	-2	-3
63	O=C1CC(c2ccccc2)CC(O)=C1C=NCc1ccco1 (stereo unspecified)	-14	1
64	N#Cc1c2c(nc(N)c1-c1ccccc1)CCCCC2	-17	2
65	CCN(C(=O)c1cc(Cl)ccc1OC)c1ccccc1	0	0
66	COc1cc2ccccc2cc1C(=O)OCC(=O)N1CCOCC1	11	-6
67	O/N=C1/CCCCC1c1ccccn1 (stereo unspecified)	14	-1
68	CCOC(=O)C1CCCCN1Cc1ccc(F)c(Br)c1 (stereo unspecified)	0	-6
69	CCc1ccccc1N(C(=O)c1cccs1)C1C=CS(=O)(=O)C1 (stereo unspecified)	-6	3
70	COc1cc(OC)cc(-c2nc3nc(C)c(CCC(=O)O)c(C)n3n2)c1	117*	2
71	O=C(COC(=O)c1ccccc1NCc1ccco1)Nc1ccc2c(c1)OCO2	-24	-4
72	CCCOc1cccc(C(=O)O)c1	98*	-1
73	COc1cc(Cl)c(C)cc1NC(=O)CSCC#N	-11	-4
74	Cc1c(Cl)c([N+](=O)[O-])nn1CC(=O)NC12CC3CC(CC(C3)C1)C2	-5	-3
75	Cn1c(=O)oc2cc(S(=O)(=O)N3CCN(c4cccc(Cl)c4)CC3)ccc21	-17	7
76	COc1ccc(-c2nnn(CCc3nn[nH]n3)n2)cc1OC	-1	-1
77	O=C(NCC1CCCO1)c1ccc(Cl)c(F)c1F (stereo unspecified)	84*	15
78	CC(C)NC(=O)c1[nH]nc2c1CCc1ccccc1-2	-15	-2
79	Cn1c2c(c(=O)n(C)c1=O)C(CC(=O)Nc1ccccc1)C(=O)N2 (stereo unspecified)	133*	-5
80	Cc1ccc(-n2c(-c3c(-c4ccccc4)noc3C)n[nH]c2=S)cc1	3	5
81	COc1ccccc1CNC(=O)CN1CCC(NC(=O)c2ccccc2F)CC1	1	-3
82	O=C(Nc1nc2ccc(F)cc2s1)C1CCCO1 (stereo unspecified)	-7	5
83	CCN(CC)S(=O)(=O)c1ccc(S(=O)(=O)N2CCN(C(=O)c3ccco3)CC2)cc1	-3	2
84	Fc1cccc(F)c1CSc1nc2ccccc2[nH]1	-7	4
85	CCC(CC)NC(=O)Cc1ccccc1OC	-6	-3
86	C1=CCC(/C=N/n2cnnc2)CC1 (stereo unspecified)	6	7
87	Clc1ccccc1Cn1nnc2c(N3CCOCC3)nc(C3CC3)nc21	28	-7
88	O=c1c(-c2ccccc2)coc2c(CN3CCOCC3)c(O)ccc12	-7	0
89	Cc1ccc(S(=O)(=O)NCC(=O)NC2CCCC2)cc1	19	-2
90	Cc1ccc(C2Oc3ccccc3C3=C2C(c2cccs2)n2ncnc2N3)cc1 (stereo unspecified)	10	-3
91	CN(C)c1cccc2c(S(=O)(=O)Nc3ccccn3)cccc12	5	-4
92	Cc1cccc(NC(=O)CCS(=O)(=O)c2cccc3nsnc23)c1C	3	2
93	Cc1ccccc1CSc1nnc(NC(=O)C2COc3ccccc3O2)s1 (stereo unspecified)	12	5
94	CC(=O)Nc1cc2c(cc1NC(=O)c1cnccn1)OCCO2	-2	-1
95	C(=N\c1c(-c2ccccc2)nc2n1CCS2)/c1ccccc1	6	-6
96	Cc1onc(-c2c(F)cccc2Cl)c1C(=O)NCc1ccccn1	0	0
97	O=C(CCn1cnc2ccccc2c1=O)Nc1nc2c(s1)CCCC2	16	2
98	COc1ccccc1N(CN1CCCC1=O)C(=O)COc1ccccc1	4	4
99	COc1ccc(C2C(C(C)=O)=C(O)C(=O)N2c2cccnc2)c(OC)c1 (stereo unspecified)	-2	2
100	Cc1cccc(C)c1NC(=O)Cn1c(CN2CCCCC2)nc2ccccc2c1=O	-8	1
101	CCS(=O)(=O)N1CCCC(C(=O)NCCCN2CCCC2=O)C1 (stereo unspecified)	-3	-1
102	CCOc1ccc2[nH]cc(C(=O)N3CCN(CC)CC3)c(=O)c2c1	-23	4
103	O=C(CS(=O)(=O)Cc1ccccc1)N1CCN(c2cccc(C(F)(F)F)c2)CC1	5	1
104	COC(=O)c1c(C)oc2ccc(NS(=O)(=O)c3cccs3)cc12	0	-4
105	Cn1cnc([N+](=O)[O-])c1Nc1cccc(O)c1	9	-8
106	CCC(=O)Nc1cccc(-c2nc3ccccc3c(=O)o2)c1	13	15
107	Cc1cc(NC(=O)C2CCCC2)n(-c2nc3ccccc3[nH]2)n1	-8	-1
108	C=CC(=O)Nc1ccc(Nc2nc(NC3CCC(N(C)C)CC3)nc3c2ncn3C(C)C)cc1 (stereo unspecified)	-138	0
109	CCCOc1cccc(C2/C(=C(/O)c3ccccc3)C(=O)C(=O)N2CCN(C)C)c1 (stereo unspecified)	23	-2
110	CCOc1ccccc1Oc1coc2cc(OC)ccc2c1=O	12	-4
111	CCCc1cc(=O)[nH]c(SCC(=O)N2CCC(C(=O)OCC)CC2)n1	6	2
112	CCOC(=O)CC(=O)CSc1nc(C)nc2c1oc1ccccc12	2	5
113	COc1cc2[nH]c(=O)n(CCC(=O)NCCC(C)C)c(=O)c2cc1OC	-2	0
114	CCN(CC)S(=O)(=O)c1ccc(-c2nnc(SCC(=O)Nc3ccc(OC)c(OC)c3)o2)cc1	-4	4
115	O=c1cccc(-c2ccc(Br)cc2)o1	30	9
116	O=C(NCc1ccccc1)Oc1cccc(Cl)c1	106*	3
117	CS(=O)(=O)N1CCCC(C(=O)NCCCN2CCc3ccccc3C2)C1 (stereo unspecified)	1	0
118	CC(C)(C)n1nnnc1C(c1cc2cc3c(cc2[nH]c1=O)OCO3)N1CCN(c2ccccc2)CC1 (stereo unspecified)	7	2
119	CSc1nnc(C)c(/C=C/Nc2ccc(F)cc2)n1	21	-16
120	O=C(N/N=C\c1ccc(Cl)s1)c1cccs1	-25	3

# Other entries follow.
no.	compound	Statin myotox sup	PglD inh
121	CCOC(=O)c1cc(-c2cc3ccccc3o2)n[nH]1	3	1
122	Cn1nnc2cc(C(=O)N3CCC(c4ccccc4)C3)ccc21 (stereo unspecified)	-3	7
123	O=C(CN1CCN(S(=O)(=O)c2ccc(Cl)cc2)CC1)Nc1ccc2c(c1)OCO2	-9	-1
124	Cc1c(C)c2c(OCC(=O)N3CCC(C(=O)NCC(C)C)CC3)cc3c(c2oc1=O)CCC(C)(C)O3	-6	-3
125	CC1=C(c2ccc(C)cc2)S(=O)(=O)N(CC(=O)O)C1=O	-10	3
126	Cc1ccc(C)c(NC(=S)NNC(=O)c2sccc2C)c1	0	5
127	CC(=O)c1sc(N)c(C(=O)OC(C)C)c1C	3	-4
128	COc1cc2c(cc1OC)-c1cc(OCCN3CCOCC3)nc(=O)n1CC2	4	4
129	COc1cc2c(cc1OC)-c1nc3ccccc3c(=O)n1C(C)(C)C2	-9	1
130	COc1ccc(S(=O)(=O)NNC(=O)c2cc3cc4ccccc4nc3s2)cc1	29	-3
131	CCOc1ccc(/C=N/n2c(C)nc3ccccc3c2=O)cc1	-3	11

# Five of the compounds above, with two lines to a compound.
# Fields: Statin myotox sup | PglD inh
125) CC1=C(c2ccc(C)cc2)S(=O)(=O)N(CC(=O)O)C1=O
 : -10 | 3
131) CCOc1ccc(/C=N/n2c(C)nc3ccccc3c2=O)cc1
 : -3 | 11
129) COc1cc2c(cc1OC)-c1nc3ccccc3c(=O)n1C(C)(C)C2
 : -9 | 1
130) COc1ccc(S(=O)(=O)NNC(=O)c2cc3cc4ccccc4nc3s2)cc1
 : 29 | -3
121) CCOC(=O)c1cc(-c2cc3ccccc3o2)n[nH]1
 : 3 | 1

# Some of the entries so far, with one line to a screen:
121	CCOC(=O)c1cc(-c2cc3ccccc3o2)n[nH]1
122	Cn1nnc2cc(C(=O)N3CCC(c4ccccc4)C3)ccc21 (stereo unspecified)

Compound,121,122
Statin myotox sup,3,-3
PglD inh,1,7

# This is a subset; rates above refer to the full screens.
